Assay outcomes from PubChem.
V1aR counter: V1a receptor agonism, counter-screen for OXTR agonists | activation, % at 3 µM | CHO-V1R cells, Fluo-8 calcium fluorescence, agonist mode; 0% DMSO, 100% 3 nM vasopressin | hit rate 0.25% among 320,000;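 active = activation above the mean activation of all tested compounds plus 3 SD, per screening run, cut at about 20% in these data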;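 note: signal is peak over basal fluorescence ratio across a 100 second FLIPR read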
Target sequence (P37288 whole entry, looked up): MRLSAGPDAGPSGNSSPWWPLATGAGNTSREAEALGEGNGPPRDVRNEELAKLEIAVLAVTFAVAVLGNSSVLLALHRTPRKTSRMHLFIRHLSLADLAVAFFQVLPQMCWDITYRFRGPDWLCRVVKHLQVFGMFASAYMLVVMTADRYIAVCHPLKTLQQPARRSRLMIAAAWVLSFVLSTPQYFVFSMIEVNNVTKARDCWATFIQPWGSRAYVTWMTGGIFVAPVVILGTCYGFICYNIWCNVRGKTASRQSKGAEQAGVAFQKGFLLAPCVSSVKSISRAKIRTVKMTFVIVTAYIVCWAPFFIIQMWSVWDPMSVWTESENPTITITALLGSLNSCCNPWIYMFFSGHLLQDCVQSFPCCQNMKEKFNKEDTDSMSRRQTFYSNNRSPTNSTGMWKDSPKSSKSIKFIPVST
OXTR ag: activates the human oxytocin receptor; P30559; CHO-OTR cells, Fluo-8 calcium fluorescence; normalized: DMSO 0%, oxytocin 100%; activation, % at 3 µM; hit rate 0.32% among 320,000;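 active = activation above the mean of all tested compounds plus 3 SD, cutoff set per screening run, cut at about 20% in these data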;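 note: peak over basal fluorescence ratio from a 100 s FLIPR kinetic read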
Target sequence (P30559 whole entry, looked up): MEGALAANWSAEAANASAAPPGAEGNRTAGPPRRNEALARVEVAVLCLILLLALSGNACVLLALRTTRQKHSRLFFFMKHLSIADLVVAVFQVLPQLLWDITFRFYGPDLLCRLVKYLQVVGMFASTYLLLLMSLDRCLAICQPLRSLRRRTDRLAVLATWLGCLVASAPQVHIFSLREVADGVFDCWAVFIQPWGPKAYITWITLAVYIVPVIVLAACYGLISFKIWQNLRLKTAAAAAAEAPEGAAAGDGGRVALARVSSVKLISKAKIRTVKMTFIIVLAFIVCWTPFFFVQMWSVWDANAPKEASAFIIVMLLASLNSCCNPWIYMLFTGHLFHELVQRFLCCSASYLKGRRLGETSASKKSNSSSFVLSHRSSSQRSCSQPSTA
GalR3 antagonist: human GalR3 antagonism | AID 651719 | hit rate 0.44% among 360,000 | HEK293 GalR3-CNG cAMP membrane potential fluorescence; galR3 body fused to GalR1 C-terminus | inhibition, % at 3 µM;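 active = inhibition above the screen-wide average plus 3 SD, cut at about 13% in these data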;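 note: forskolin and galanin both at EC90 stimulate the cells; cAMP rise reported by CNG channel membrane potential dye signal; 0% = forskolin plus galanin with DMSO and 100% = forskolin alone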
Target sequence (O60755 1-299 limits assumed): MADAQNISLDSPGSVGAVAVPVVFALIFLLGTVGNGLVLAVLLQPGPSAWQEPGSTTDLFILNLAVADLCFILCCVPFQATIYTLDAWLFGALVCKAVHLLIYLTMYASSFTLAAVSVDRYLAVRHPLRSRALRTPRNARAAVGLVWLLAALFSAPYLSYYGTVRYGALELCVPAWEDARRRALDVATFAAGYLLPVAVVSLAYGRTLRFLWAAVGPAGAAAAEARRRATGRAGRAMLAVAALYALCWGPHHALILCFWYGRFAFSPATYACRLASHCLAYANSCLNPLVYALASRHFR
An asterisk follows results filed as active; & = joins results of further samples. This is a subset. The share of hits here may be higher or lower than overall.

compound | OXTR ag | V1aR counter | GalR3 antagonist
O=C(COC(=O)CCc1ccc(S(=O)(=O)N2CCOCC2)cc1)Nc1ccccc1[N+](=O)[O-] | 4.8 | 7.9 | -4
CCOc1ccc(S(=O)(=O)NCCC(=O)NC2CCN(Cc3ccccc3)CC2)cc1 | -0.2 | -0.3 | -4
CCOc1ncccc1C(=O)Nc1ccccc1N1CCOCC1 | -1.8 | -1.5 | -1
CCCCN(C(=O)C1=NN(c2cc(C)ccc2C)C(=O)CC1)c1c(N)n(CCC)c(=O)[nH]c1=O | 0.3 | -0.8 | -5
CCc1cccc(C)c1NC(=O)c1cc(=O)[nH]c2ccc(S(=O)(=O)N3CCOCC3)cc12 | -0.6 | -0.3 | -4
COc1ccc(S(=O)(=O)N2CCOC23CCN(S(=O)(=O)c2ccc(C)cc2)CC3)cc1 | 1.0 | 2.6 | 5
C=CCSc1ccc(S(=O)(=O)N2CCN(C)CC2)cn1 | -0.7 | 0.1 | 1
C[C@H](CO)N1C[C@H](C)[C@@H](CN(C)C(=O)Nc2ccc(F)cc2)Oc2ccc(NS(C)(=O)=O)cc2C1=O | 0.4 | 0.4 | 0
Cc1ccccc1NCC(=O)Nc1cc(S(=O)(=O)N2CCCCC2)ccc1C | -0.4 | 2.4 | -6
CC(C)(C)OC(=O)[C@H](Cc1ccccc1)NC(=O)c1nc[nH]c1C(=O)N[C@@H](CCCCN)C(=O)OC(C)(C)C | 1.6 | 1.2 | -1
CCCCCCSc1ccc(-c2nc3ccc(C)cn3c2NCc2ccccc2)cc1 | -0.7 | 0.2 | -5&-8
CC(=O)Nc1ccc(NC(=O)C(C)OC(=O)COc2ccc(Nc3ccccc3)cc2)cc1 (centres undefined) | 5.7 | 4.1 | -3
CC1CN(c2nc3ccccc3nc2SCC(=O)Nc2cccc(C(F)(F)F)c2)CC(C)O1 (centres undefined) | 0.4 | 1.0 | -1
CCN(CC(=O)NCc1cccs1)C(=O)c1cccc(S(=O)(=O)N2CC(C)OC(C)C2)c1 (centres undefined) | 0.5 | 0.8 | -2
Cc1noc(C)c1NC(=O)Nc1cccc2c1O[C@H](CN(C)S(C)(=O)=O)[C@@H](C)CN([C@H](C)CO)C2=O | 0.3 | 0.2 | 6
O=C(CSc1nncs1)NCCNC(=O)CSc1nncs1 | 0.8 | 0.1 | 1
CC[C@H](C)[C@H](NC(=O)OCc1ccccc1)C(=O)OCC(=O)Nc1ccc(N2CCOCC2)cc1 | -1.4 | 0.1 | 0
O=C(NCCC1=CCCCC1)c1cc(S(=O)(=O)N2CCOCC2)ccc1Cl | -1.6 | 0.6 | 1
O=C1Nc2c(Br)cccc2C1=O | 1.0 | 1.1 | -5
O=C(NCC(c1cccs1)N1CCOCC1)c1ccc(OCc2ccccc2)cc1 (centres undefined) | 0.8 | 2.6 | -8
CC(C)(C)n1ncc2c(=O)n(Cc3ccccc3Br)cnc21 | -0.9 | 4.0 | -7
COc1ccc(S(=O)(=O)N2CCN(Cc3cccs3)CC2)cc1OC | 7.7 | 5.9 | -6
CCN(CC(=O)Nc1c(F)cccc1F)C(=O)C1CC(=O)N(CCc2ccccc2)C1 (centres undefined) | -0.2 | 0.0 | -6
Cc1cccnc1 | 0.4 | -0.1 | 0
Cc1ccc(-n2nnnc2SCC(=O)NCC2(N3CCCCC3)CCCCC2)c(C)c1 | 0.4 | 0.0 | -4
O=C(CSc1nc(=O)n(CCN2CCOCC2)c2c1CCCC2)Nc1ccc([N+](=O)[O-])cc1 | -2.2 | -0.9 | -4
O=C(COC(=O)c1ccc(O)cc1O)NC(=O)NCc1ccccc1 | 13 | 14 | -2
O=C(OCC(=O)c1ccc[nH]1)c1cncc(Br)c1 | 1.2 | 0.6 | -3
O=C1NC[C@@H](c2ccccc2)OC(=O)[C@@H](Cc2ccc(F)cc2)CC/C=C/C[C@H]1CC(=O)N(CCO)Cc1ccccc1 | -1.1 | 0.0 | -4
Cc1cc(OCC(=O)N(C)c2c(N)n(Cc3ccccc3)c(=O)[nH]c2=O)c(C(C)C)cc1Cl | -0.5 | -0.4 | 3
O=C(NCc1ccccn1)c1cccc(NS(=O)(=O)c2ccccc2)c1 | -0.2 | 0.2 | -3
CCSc1nnc(NC(=O)C2CSC3(C)CCC(=O)N23)s1 (centres undefined) | 1.5 | 1.8 | -3
COc1ccccc1-n1ccn(CC(=O)Nc2ccc(C)cc2Cl)c(=O)c1=O | -0.2 | -0.4 | -3
Cc1ccc(N(C)S(=O)(=O)c2cccc(C(=O)NCC(c3cccs3)N3CCOCC3)c2)cc1 (centres undefined) | -2.8 | -0.7 | -3
O=C(COC(=O)c1ncc(Cl)c(Cl)c1Cl)Nc1cccnc1Cl | -0.8 | -0.7 | 4
CC(OC(=O)c1n[nH]c2ccccc12)C(=O)Nc1ccccc1[N+](=O)[O-] (centres undefined) | 2.8 | 3.7 | -6
CC(C#N)(NC(=O)COC(=O)c1ccccc1NCCO)C1CC1 (centres undefined) | 4.9 | -0.6 | -3
CCC(=O)c1ccc(OCC(=O)N2CCN(c3ncccn3)CC2)cc1 | 0.6 | -0.6 | 0
CCCN(CC(=O)Nc1ccccc1C)C(=O)c1ccc(N2CCCCC2)c([N+](=O)[O-])c1 | -1.7 | -0.8 | -2
COc1ccccc1NS(=O)(=O)c1ccc(C(=O)NCC(c2ccco2)N(C)C)cc1 (centres undefined) | 3.1 | 1.8 | -6
COC(=O)C1CCN(C(=O)COC(=O)c2cc([N+](=O)[O-])ccc2N2CCOCC2)CC1 | -1.2 | 0.2 | 0
CC(Oc1ccccc1)C(=O)N1CCC2(CC1)Oc1ccc(F)cc1C(=O)C21CC(c2ccccc2)=NO1 (centres undefined) | 1.1 | 0.8 | -6
O=C(Cn1cc([N+](=O)[O-])ccc1=O)N1CCCc2ccccc21 | 0.1 | 0.2 | 1
O=C(c1ccc(N2CCCC2)c([N+](=O)[O-])c1)N1CCN(S(=O)(=O)c2ccc(Cl)cc2)CC1 | -1.4 | -0.5 | -7
CCN(Cc1cccs1)C(=O)CN1C(=O)NC2(CCCc3ccccc32)C1=O (centres undefined) | 0.9 | 3.0 | -2
CCOc1ccccc1OCCCC(=O)Nc1cc(S(=O)(=O)N2CCOCC2)ccc1OC | 0.9 | 0.8 | -1
CCOC(=O)[C@H]1[C@H]2COc3ccc(Br)cc3[C@@H]2N2C(=O)CN(Cc3ccc(OC)cc3)C(=O)[C@@]12C | 1.5 | 0.9 | -3
O=C(CCC(=O)N1CCN(c2ccccn2)CC1)c1ccc(Cl)s1 | -1.3 | 0.3 | 2
CCOc1ccccc1C(=O)NCC(=O)NCC(C)(C)N1CCOCC1 | 3.6 | -0.6 | -3
COc1ccc(CC(=O)OCC(=O)Nc2c(C)n(C)n(-c3ccccc3)c2=O)cc1OC | -1.1 | -0.3 | -6

Other compounds follow:
compound | OXTR ag | V1aR counter | GalR3 antagonist
CC(C)NC(=O)N(C)C[C@H]1Oc2ccc(NS(=O)(=O)c3ccc(F)cc3)cc2C(=O)N([C@H](C)CO)C[C@@H]1C | 0.8 | 1.0 | -1
COc1ccc([N+](=O)[O-])cc1C(=O)NC1CCN(Cc2ccccc2)CC1 | -0.1 | 0.1 | -7
COc1ccccc1CNC(=O)COC(=O)c1ccc(C)s1 | 0.0 | 0.3 | -5
COc1ccc(C(=O)OCC(=O)NC2CC2)cc1F | 1.8 | 1.5 | 1
CCN(C1CCCCC1)S(=O)(=O)c1c(C)n(C)c(=O)n(C)c1=O | 0.1 | 6.3 | 0
Cc1cc(Nc2ccccc2)cc(=O)n1C | -0.6 | -0.1 | -3
CCOC(=O)C1CCN(C(=O)C2CCCN(S(=O)(=O)c3ccc(OCC)c(Cl)c3)C2)CC1 (centres undefined) | 8.9 | 6.4 | -5
COc1ccc(C2=CC(=O)CC(c3ccc(F)cc3)C2)cc1 (centres undefined) | -1.2 | 0.6 | -5
CC(=O)c1sc(NC(=O)c2cc(S(=O)(=O)N3CCOCC3)ccc2F)nc1C | -0.1 | 0.3 | -6
C=CCN(C(=O)C1CC(=O)N(C2CCCC2)C1)c1nc(-c2ccc(S(C)(=O)=O)cc2)cs1 (centres undefined) | 7.3 | 8.0 | -5
CSCCC(NC(=O)COc1ccccc1)C(=O)OC(C)C(=O)Nc1ccccc1C (centres undefined) | -1.5 | 3.2 | -4
O=C(Nc1ccc(S(=O)(=O)NC2=NCCCCC2)cc1)c1cccs1 | 1.3 | 1.2 | -6
COc1ccc(-c2csc(NC(=O)c3cccc(N4C(=O)CCC4=O)c3)n2)cc1OC | 1.6 | 0.8 | -4
Cc1c(C(=O)N2CCC2)oc2c(F)cccc12 | -1.2 | -0.7 | -3
O=C(CSc1nnc(-c2ccccc2F)o1)NC1CC1 | 0.8 | 0.6 | -6
COc1ccc(C(=O)CN2C(=O)NC3(CCCc4ccccc43)C2=O)cc1 (centres undefined) | 3.9 | 2.9 | 4
O=C(CN1CCN(S(=O)(=O)c2ccccc2F)CC1)Nc1ccnn1C1CCCC1 | 3.0 | 2.0 | -8
C[C@H]1CCC[C@@]2(O[C@@H](CCO)C[C@H](O)[C@H]2O)O1 | 0.9 | 1.2 | -4
CC(C)(C)c1ccc(C(=O)OCC(=O)NCc2ccco2)cc1 | -0.2 | 0.4 | -6
Cc1cccc(C)c1NC(=O)CNC(=O)c1ccc2c(c1)OCCO2 | 0.0 | -0.2 | -3
O=C(Nc1ccc(N2CCN(C(=O)c3cccs3)CC2)cc1)c1ccc(Br)o1 | 2.1 | 4.0 | -7
Cc1ccc(NC(=O)CN(C)C(=O)COC(=O)C2=COCCO2)cc1 | -0.8 | -0.3 | -2
O=C(CCNC(=O)c1ccccc1)Nc1nc2ccccc2s1 | 2.3 | 1.9 | -6
O=C(COC(=O)CC1CCCC1)Nc1ccc(Cl)cn1 | -1.9 | -0.2 | -6
C=Cc1ccc(C2=CC(=O)C[C@H](c3ccc(OC)cc3)C2)cc1 | 0.4 | 2.6 | -8
Cc1onc(-c2ccccc2)c1C(=O)Nc1cccc(S(=O)(=O)NC2=NCCC2)c1 | 2.2 | -0.1 | -3
O=C(c1cccc(S(=O)(=O)Nc2ccc(Br)cc2)c1)N1CCCC1 | 2.2 | 0.3 | -1
c1ccc([C@H]2CN3C(=N2)Sc2ccccc23)cc1 | -1.5 | -0.6 | -1
O=C(COC(=O)c1cccc(S(=O)(=O)N2CCOCC2)c1)NCc1ccc2c(c1)OCO2 | 1.9 | 0.7 | 1
COc1cc(CCCN2CCNC[C@@H]2Cc2ccc(O)cc2)cc(OC)c1OC | 0.2 | 1.0 | -2

Compound profiles, from the list above.
Entry for `COC(=O)C1CCN(C(=O)COC(=O)c2cc([N+](=O)[O-])ccc2N2CCOCC2)CC1` : OXTR ag: -1.2; V1aR counter: 0.2; GalR3 antagonist: 0
Entry for `COc1ccc(S(=O)(=O)N2CCOC23CCN(S(=O)(=O)c2ccc(C)cc2)CC3)cc1` : OXTR ag: 1.0; V1aR counter: 2.6; GalR3 antagonist: 5
Entry for `O=C(NCCC1=CCCCC1)c1cc(S(=O)(=O)N2CCOCC2)ccc1Cl` : OXTR ag: -1.6; V1aR counter: 0.6; GalR3 antagonist: 1

(more compounds)
compound | OXTR ag | V1aR counter | GalR3 antagonist
COc1ccc(Cc2nnc(SCC(=O)c3c(N)n(C4CC4)c(=O)[nH]c3=O)o2)cc1 | 1.7 | 0.6 | 0
O=C(NCC1CCCN1S(=O)(=O)c1cccs1)C(=O)Nc1ccccc1Cl (centres undefined) | -0.4 | -0.8 | -5
CCS(=O)c1ccccc1C(=O)OCC(=O)Nc1cccc(S(=O)(=O)N2CCCCC2)c1 (centres undefined) | 1.2 | 6.1 | 92*
CCCN(Cc1nnc(-c2ccccc2Cl)o1)C(=O)c1cc2ccccc2o1 | -1.3 | 1.0 | -6
COc1ccc(-c2cc(C(=O)NC3CCCC3)c3ccccc3n2)cc1OC | -2.8 | 1.5 | -3
COC(=O)CN1C(=O)[C@@H]2[C@H](C1=O)[C@@H]1CC(C(=O)OC)=C[C@@H](C(=O)OC)[C@@H]3C1=C(C(=O)[C@@]3(C)NC(=O)c1ccccc1)[C@@H]2C | 0.2 | 0.3 | -2
C[C@]12CCC(=O)C=C1CC[C@@H]1[C@@H]2[C@@H](O)C[C@]2(C=O)[C@@H](C(=O)CO)CC[C@@H]12 | 0.3 | 0.2 | 3
CCN(CC(=O)Nc1c(F)cccc1F)C(=O)Cn1c(=O)cnc2ccccc21 | 0.8 | 0.3 | -5
CCCCn1c(N)c(N(CCC(C)C)C(=O)C2CC(=O)N(Cc3ccc(C)cc3)C2)c(=O)[nH]c1=O (centres undefined) | -0.5 | 8.6 | -3
CCOc1ccccc1C(=O)OCC(=O)Nc1cccc(S(=O)(=O)N2CCCC2)c1 | 5.8 | 4.9 | -7
CC(=O)c1ccccc1NC(=O)c1cc(S(=O)(=O)N2CCOCC2)ccc1N1CCCC1 | -0.5 | -0.2 | -5
O=C(NCc1ccccn1)c1ccccc1OCc1ccc(Cl)cc1Cl | -2.2 | 0.2 | -3
CCC1CCCCN1C(=O)COc1ccc2c3c(c(=O)oc2c1)CCC3 (centres undefined) | 3.3 | 5.2 | -5
CC(Sc1nnc(C2CC2)n1C1CC1)C(=O)Nc1cccc(S(=O)(=O)N(C)C)c1 (centres undefined) | -1.2 | -0.7 | -2
CCCCn1c(N)c(N(C)C(=O)C2CCCC2)c(=O)[nH]c1=O | 3.3 | 0.4 | -9
Cc1cc(C)cc(OCC(=O)N(C)CC(=O)Nc2ccc(Cl)c(C(F)(F)F)c2)c1 | -0.8 | 1.5 | -5
CCN(CC(=O)NCc1cccs1)C(=O)c1cccc(Cl)c1 | 0.2 | 0.0 | -4
